Source: PubChem BioAssay
Salmonella PhoP GFP – inhibitors of PhoP regulon expression, primary screen, Salmonella Typhimurium, GFP reporter (AID 1863); 300,000 tested, 0.16% active; S. Typhimurium PhoP-regulated promoter GFP reporter, 4 h; higher % means a stronger effect; one-dose inhibition, % at 50 µM; IC50 in µM for titrated hits;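 active means inhibition over 29.93%, a cutoff 3 SD above the screen mean, later confirmed by dose response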;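 further: 0% = low Mg2+ inducing control and 100% = high Mg2+ repressing control; strong numbers were not always called active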
Hep lipid drop – modulators of hepatic lipid droplet formation. AML12 mouse hepatocytes, oleate lipid droplets, BODIPY imaging. AID 1656. inhibition, % at 6.5 µM. 240,000 tested, 0.4% active;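 active means lipid droplet intensity inhibited by at least 50%, with more than 500 cells counted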
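Technique: fluorescence imaging, 20x objective, two fields per well / Assay system: AML12 hepatocytes (mouse) / Measure: % inhibition of lipid droplet signal / Doses: 6.5 µM single-point dosing / Incubation: overnight exposure / Reagent: 100 µM oleic acid challenge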
T cell modulator – T cell immune modulators affecting CD8 T cell-vesicle binding; 330,000 tested, 0.068% active; calls only at 7 µM; 2C CD8+ T cell-vesicle binding, flow cytometry; active compounds read low; AID 2052;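 active means response, share of CD8 T cells binding vesicles, and their 90th percentile fluorescence all below set limits, cut at about 80% in these data, passing the limit was not always enough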
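Incubation: binding step 1.5 h, 37 °C, antibody labelling 20 min, ice; system: murine 2C transgenic CD8+ T lymphocytes; technique: cytometric PE anti-B7-1 and Alexa647 anti-CD8 signals after 1% paraformaldehyde fixation; also added: QL9-charged Drosophila Ld/ICAM-1/B7-1 vesicles; control set: naked versus QL9-loaded vesicles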
Hep lipid drop cells 6.5 µM – second read-out of Hep lipid drop, no call of its own (marks repeat the call); cell count; measured here: cell count, cytotoxicity flag;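 cells counted across two imaged fields per well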
T cell modulator vesicle-bound % – also measured in T cell modulator; calls as there; double positive events, %; measured here: CD8+ vesicle-bound cell fraction;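 binding gate set so that unloaded-vesicle control wells show 10% double positive cells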
An asterisk follows results filed as active; i = inactive.

A first look:
Below each compound: Salmonella PhoP GFP	Hep lipid drop	T cell modulator vesicle-bound %	Hep lipid drop cells 6.5 µM	T cell modulator
COc1ccc(CNC(=O)c2cc(=O)c3c(C)cc(C)cc3o2)cc1
  2.7%	37.4	54.8	700	i
COc1cc(/C=N/N2CCN(c3ccccc3)CC2)ccc1OC(C)=O
  -1.8%	-2.5	63.4	837	i

All compounds of this part (from the top)
Below each compound: Salmonella PhoP GFP	Hep lipid drop	T cell modulator vesicle-bound %	Hep lipid drop cells 6.5 µM	T cell modulator
COc1ccc(CNC(=O)c2cc(=O)c3c(C)cc(C)cc3o2)cc1
  2.7%	37.4	54.8	700	i
COc1cc(/C=N/N2CCN(c3ccccc3)CC2)ccc1OC(C)=O
  -1.8%	-2.5	63.4	837	i
O=C(Nc1nccs1)C1CC=CCC1 (stereo not drawn)
  -2.3%	2.5	37.1	744	i
CN(C(=O)COc1ccc(Oc2ccccc2)cc1)C1CCS(=O)(=O)C1 (stereo not drawn)
  -8.1%	-0.1	6.0	773	i
CC1CCN(S(=O)(=O)c2ccc3c(c2)N(CC(=O)N(C)Cc2ccco2)C(=O)CO3)CC1
  6.4%	6.7	11.4	681	i
Cc1ccc(S(=O)(=O)N2CCN(C(=O)CC(C)n3nc(C)c(Cl)c3C)CC2)cc1C (stereo not drawn)
  -0.3%	0.9	5.8	795	i
CCN(C(=O)C(C)N1C(=O)/C(=C/c2cccs2)SC1=S)C1CCS(=O)(=O)C1 (stereo not drawn)
  -4.8%	8.6	36.7	720	i
CCOc1cc(/C=N\NC(=O)c2c(C)nc3ccccn23)ccc1O
  -3.5%	-17.4	57.0	743	i
CCN(CC)CCN(Cc1cc2cc3c(cc2[nH]c1=O)OCCO3)C(=S)NCC(C)C
  -4.8%	-11.0	44.5	802	i
CCOC(=O)CCN(c1ccccc1)S(=O)(=O)c1ccc(-c2ccc(=O)[nH]n2)s1
  1.0%	2.4	48.5	791	i
COC(=O)c1ccc(OC(=O)N2CCOCC2)cc1
  0.3%	-3.0	55.9	736	i
CC(=O)N1c2ccc(S(=O)(=O)N3CCCCC3)cc2CC1C(=O)NCc1ccc(N(C)C)cc1 (stereo not drawn)
  2.4%	9.6	32.8	748	i
COc1cccc(OC)c1C(=O)Nc1ccccc1C(=O)N1CCCCCC1
  -4.3%	-4.5	65.2	853	i
O=C(Cc1cc2ccccc2o1)NCc1ccc(F)cc1
  2.9%	-13.5	30.1	807	i
CCOC(=O)N1CCN(Cc2nc3cc(NC(C)=O)ccc3n2CC)CC1
  4.1%	-9.9	33.7	821	i
COc1ccccc1C1CC(c2cccc(NS(C)(=O)=O)c2)=NN1S(=O)(=O)c1ccccc1 (stereo not drawn)
  -8.5%	-5.4	46.3	826	i
O=c1cc(-c2ccccc2)nc2cc(-c3ccc(Br)cc3)[nH]n12
  6.4%	-8.5	62.2	843	i
OC(CNc1ncnc2sccc12)c1ccccc1 (stereo not drawn)
  -3.5%	-42.2	7.4	700	i
Cc1[nH]c2ccc(C(=O)NCCCN3CCCC3)cc2c1C
  -5.6%	4.3	59.9	760	i
CNC(=O)c1cccc(NC(=O)CCCNC(=O)c2ccc(Cl)cc2)c1
  -3.0%	-2.2	21.0	816	i
CC(Oc1ccc([N+](=O)[O-])cc1)C(=O)NCC1CCCO1 (stereo not drawn)
  3.3%	4.6	67.5	666	i
CC(C)(C)n1nc2c(c1NC(=O)Cc1ccc(F)cc1)CS(=O)(=O)C2
  1.4%	3.8	8.5	746	i
C/C(=N\NC(=O)c1ccc2ccccc2c1)c1cccs1
  2.7%	-4.2	43.9	612	i
CCCCN(CCCNC(=O)c1ccc(CS(=O)(=O)c2c(Cl)cccc2Cl)o1)Cc1ccccc1
  7.2%	-8.8	24.6	674	i
COc1ccc(C(=O)Nc2ccnn2C2CCN(C3CCC3)CC2)cc1
  3.6%	-0.7	22.7	740	i
Cc1cc(C)n(CCC(=O)N2CCN(S(=O)(=O)c3ccccc3)CC2)n1
  5.8%	-25.7	14.6	753	i
COc1ccc(/C=C/C(=O)N2CC(C)OC(C)C2)cc1OC (stereo not drawn)
  -6.3%	4.6	65.9	854	i
Cc1cc(NC(=O)CCC(=O)N(C(C(=O)NC(C)(C)C)c2ccccc2Cl)C(C)(C)C)no1 (stereo not drawn)
  13.6%	-6.8	23.3	823	i
CCOc1ccccc1NC(=O)NC1CCCc2ccccc21 (stereo not drawn)
  -7.9%	-20.4	26.8	808	i
COc1cc(C(=O)NCCNc2nc3c(C)c(C)ccc3cc2C#N)cc(OC)c1OC
  -2.8%	-2.9	20.1	779	i
Brc1ccccc1OCCCCN1CCCCC1
  2.1%	4.9	45.8	850	i
CSc1ncc(C(=O)Nc2ccc(Cl)cc2)c(C)n1
  0.2%	2.3	57.9	816	i
O=C(NCCc1ccccc1)C1CCN(S(=O)(=O)N2CCCCC2)CC1
  -1.5%	-13.0	28.5	772	i
Cn1c(=O)oc2cc(S(=O)(=O)N3CCN(c4ccccc4F)CC3)ccc21
  1.9%	6.2	5.7	756	i
Cc1ccc(C(=O)Nc2ccc(NC(=O)c3cccs3)cc2)c(C)c1
  1.5%	12.9	31.3	837	i
O=C(Nc1cccc(C(=O)N2CCOCC2)c1)c1ccc([N+](=O)[O-])cc1
  -6.8%	-2.4	68.7	633	i
C/C(=N/NC(=O)CNC(=O)c1cccnc1)c1ccccc1
  5.3%	-0.5	24.7	832	i
CCOC(=O)c1ccc(NC(=O)CCS(=O)(=O)Cc2ccccc2)cc1
  2.9%	15.6	60.8	854	i
O=C(O)CCCC(=O)N1CCOCCOCCOCCOCC1
  14.1%	0.4	28.8	856	i
CSc1ncc(C(=O)Nc2ccc(Br)cn2)c(C)n1
  1.6%	-1.8	26.9	826	i
CCOc1ccc(N(C)C(=O)CCc2nnc3ccc(N4CCOCC4)nn23)cc1
  10.4%	17.8	18.2	766	i
O=C(COc1ccc(Br)cc1)Nc1ccc(C(=O)Nc2ccccc2C(=O)O)cc1
  -7.2%	-12.6	3.6	826	i
CCc1ccc(NC(=O)C(NS(=O)(=O)c2ccc3c(c2)CCN3C(C)=O)C(C)C)cc1 (stereo not drawn)
  12.6%	-1.7	7.6	742	i
CCc1ccc(N(C(=O)c2snc(C(N)=O)c2N)C(C(=O)NC2CCCC2)c2ccncc2)cc1 (stereo not drawn)
  3.0%	-0.2	59.8	807	i
COCCOC1CCN(C(=O)C2CCC(=O)N(CCc3ccccc3)C2)CC1 (stereo not drawn)
  0.9%	-2.5	15.5	674	i
COc1cc(C(=O)NCc2nnc(SCC(=O)Nc3cccc(C(F)(F)F)c3)o2)cc(OC)c1OC
  4.6%	13.2	30.8	706	i
O=C(OCc1ccccc1C(F)(F)F)c1cc([N+](=O)[O-])ccc1N1CCOCC1
  -2.4%	6.5	55.4	874	i
COc1ccc(C(=O)OCC(=O)Nc2c(C)cccc2C)c(OC)c1OC
  5.0%	4.6	24.9	822	i
CCn1c(SCC(=O)NC2CC2)nnc1C(C)Oc1ccccc1 (stereo not drawn)
  0.1%	-21.4	21.6	822	i
Cc1cccc(C(=O)NCC2CCN(C(=O)c3cccc(C)c3)CC2)c1
  -5.3%	-0.9	46.4	836	i
O=C(N/C(=C\c1ccc(Br)cc1)C(=O)N1CCOCC1)c1ccc([N+](=O)[O-])cc1
  -1.6%	9.6	25.0	793	i
O=C1c2ccccc2NC(c2cccc([N+](=O)[O-])c2)N1O (stereo not drawn)
  19.3%	-12.1	56.4	672	i
CN(C(=O)CSc1nnc(CNC(=O)c2ccccc2)o1)c1ccccc1
  -7.0%	-1.2	9.3	686	i
O=C(N/C(=C/c1ccccc1)C(=O)N1CCCCC1)c1ccc(Br)o1
  -1.7%	-34.3	65.9	679	i
COc1ccc(NC(=O)c2cccc(N3C(=O)C4CCC(C)CC4C3=O)c2)c(OC)c1 (stereo not drawn)
  -1.9%	9.4	14.9	844	i
Cc1ccc(S(=O)(=O)c2c(C)c(C)c(C)[nH]c2=O)cc1
  1.8%	-3.2	51.0	811	i
O=C(O)CCCNC(=O)c1nn(Cc2ccccc2)c(=O)c2ccccc12
  6.0%	-6.1	26.9	711	i
CCn1c(SCC(=O)N2CCCCCC2)nc2c([nH]c3ccccc32)c1=O
  -2.7%	6.4	62.9	632	i
CCc1nnc(NC(=O)c2ccc(Br)o2)s1
  -2.0%	-2.2	38.3	789	i
CN(CC(=O)NCCc1ccc(F)cc1)Cc1ccccc1
  14.1%	-3.6	15.8	841	i

Copied from the list:
In Hep lipid drop, `O=C(N/C(=C\c1ccc(Br)cc1)C(=O)N1CCOCC1)c1ccc([N+](=O)[O-])cc1` has 9.6
In Hep lipid drop cells 6.5 µM, `O=C(N/C(=C/c1ccccc1)C(=O)N1CCCCC1)c1ccc(Br)o1` has 679
In Salmonella PhoP GFP, `O=C(O)CCCNC(=O)c1nn(Cc2ccccc2)c(=O)c2ccccc12` has 6.0%

The listing continues:
Below each compound: Salmonella PhoP GFP	Hep lipid drop	T cell modulator vesicle-bound %	Hep lipid drop cells 6.5 µM	T cell modulator
O=C(CCNC(=O)N1CC(=O)Nc2ccccc21)Nc1ccc(Cl)cc1
  -6.9%	-16.2	24.8	728	i
Cc1ccc(-n2c(SCC(=O)NCCC3=CCCCC3)nc3n[nH]c(C)c3c2=N)cc1Cl
  5.6%	-32.2	3.8	679	i
CCOc1ccc(S(=O)(=O)N(C)CC(=O)NCc2ccc3c(c2)OCO3)cc1
  1.1%	7.0	30.9	844	i
CCc1noc(C)c1C(=O)Nc1ccc(C(F)(F)F)cc1
  -5.2%	6.3	8.7	648	i
CC(C)(C)c1ccc(S(=O)(=O)NCc2ccc(C(=O)NCC3CCCO3)cc2)cc1 (stereo not drawn)
  1.1%	22.7	67.7	777	i
N#C/C(=C\c1cccc(O)c1)C(=O)N1CCCCC1
  -1.3%	12.0	9.8	831	i
COc1ccc(/C=C/C(=O)N2CCN(c3ccccn3)CC2)cc1
  -4.8%	-3.2	14.8	644	i
O=C1Nc2ccccc2C1C(C[N+](=O)[O-])c1ccccc1 (stereo not drawn)
  -6.5%	-7.3	65.0	867	i
CC(=O)N1c2ccc(S(=O)(=O)NCCC(=O)NCc3ccc(Cl)cc3)cc2CC1C (stereo not drawn)
  -5.4%	-22.4	9.5	670	i
Cc1cc(C)cc(NC(=O)Cn2nnc(C(=O)NCc3ccco3)c2N)c1
  0.8%	-0.6	17.9	675	i
O=C(NCCc1nccs1)C1CCC(=O)N(CCc2ccc(Cl)cc2)C1 (stereo not drawn)
  0.1%	1.7	14.8	693	i
COc1cc(/C=C(\NC(C)=O)C(=O)N2CCCCC2)ccc1OC(C)=O
  7.0%	6.4	61.7	756	i
COc1ccc(C(=O)O/N=C(\N)c2ccccc2)cc1
  4.3%	4.4	35.1	847	i
CC1CCC(NC(=O)CCS(=O)(=O)c2ccc3c(c2)NC(=O)C(C)S3)CC1 (stereo not drawn)
  1.9%	-31.0	14.8	742	i
O=C(Cn1cccc1C(=O)c1ccccc1)NCCc1ccccc1
  -2.1%	3.8	61.6	747	i
O=C(CCn1c(=O)c2cccn2c2ccc(F)cc21)NCCc1ccccc1
  -11.3%	-1.0	11.8	666	i
CCN(CC)C(=O)COc1coc(CN2CCN(c3ccccc3F)CC2)cc1=O
  -2.1%	21.1	36.4	660	i
Cc1ccc(OCc2cc(C(=O)N(C)Cc3cnc4ccccn34)no2)cc1C
  -3.5%	-3.4	29.3	755	i
O=C(CNS(=O)(=O)Cc1ccccc1)NCc1ccccc1
  8.8%	2.9	17.7	793	i
COCCNC(=O)CCC1CCN(Cc2ccc(-c3ccccc3)cc2)CC1
  -1.0%	-2.2	57.2	845	i
COC(CNc1ncnc2sc(-c3ccccc3)cc12)OC
  4.1%	-0.7	46.5	806	i

Some of the compounds tested. The share of hits here may be higher or lower than overall.
